# OX1R antag-1: human HCRTR1 antagonism | O43613 | CHO/OX1R cells, Fluo-8 calcium fluorescence, orexin A | inhibition, % at 5 µM | 330,000 compounds, 0.43% hits | AID 434989;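 active = inhibition above its plate's threshold, mean inhibition of all tested compounds on the plate plus 3 SD, cut at about 37% in these data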;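 note: 0% = orexin A challenge wells and 100% = SB-334867-A antagonist wells; not every result past the cut was called active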
# Target sequence (O43613 whole entry, looked up): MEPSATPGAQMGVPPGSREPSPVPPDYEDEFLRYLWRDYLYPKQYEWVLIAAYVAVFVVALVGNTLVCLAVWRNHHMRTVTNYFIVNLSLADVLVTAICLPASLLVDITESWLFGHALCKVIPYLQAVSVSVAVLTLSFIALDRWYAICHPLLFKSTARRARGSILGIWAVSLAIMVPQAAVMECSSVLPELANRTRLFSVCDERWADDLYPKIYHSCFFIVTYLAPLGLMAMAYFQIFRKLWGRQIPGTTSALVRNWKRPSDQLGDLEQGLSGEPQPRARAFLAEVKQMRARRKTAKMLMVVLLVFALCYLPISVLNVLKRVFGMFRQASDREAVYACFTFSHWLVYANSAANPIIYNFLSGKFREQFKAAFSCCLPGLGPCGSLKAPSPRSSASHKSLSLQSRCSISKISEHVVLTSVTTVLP
# OX1R antag-2: OX1R (human) antagonism | OX1R-expressing cells, FRET antagonist read-out | inhibition, % at 6.6 µM | 330,000 compounds, 1.8% hits | AID 485270; in the data active = inhibition mostly above about 38%, no sharp cut-off; inactive = mostly below about 40%;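 note: 0% = agonist challenge alone and 100% = reference antagonist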
# CHT allo act: human CHT allosteric activation | CHT-expressing cells, membrane potential dye, choline EC20; stronger effect = higher value; LV-AA mutant CHT in HEK293 cells | 310,000 compounds, 0.49% hits | AID 488977 | Q9GZV3 | B-score at 10 µM;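 active = initial fluorescence not abnormally high and integrated response B-score, plate-corrected, over 3 SD above library mean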
# Target sequence (Q9GZV3 whole entry, looked up): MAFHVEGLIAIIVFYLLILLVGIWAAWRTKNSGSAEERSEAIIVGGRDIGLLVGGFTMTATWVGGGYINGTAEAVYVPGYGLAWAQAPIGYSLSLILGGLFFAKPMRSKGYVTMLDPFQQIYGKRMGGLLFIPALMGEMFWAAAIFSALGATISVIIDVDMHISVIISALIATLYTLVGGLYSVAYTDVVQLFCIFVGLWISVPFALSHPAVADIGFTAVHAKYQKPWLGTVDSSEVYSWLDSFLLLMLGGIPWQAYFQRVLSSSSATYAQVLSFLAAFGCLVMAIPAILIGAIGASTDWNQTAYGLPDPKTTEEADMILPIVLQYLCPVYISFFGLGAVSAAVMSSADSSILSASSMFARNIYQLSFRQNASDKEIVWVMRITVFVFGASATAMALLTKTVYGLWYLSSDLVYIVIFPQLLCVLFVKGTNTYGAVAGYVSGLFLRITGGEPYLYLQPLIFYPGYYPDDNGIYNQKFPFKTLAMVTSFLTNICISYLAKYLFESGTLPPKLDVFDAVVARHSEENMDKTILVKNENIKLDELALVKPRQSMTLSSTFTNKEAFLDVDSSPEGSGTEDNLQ
# An asterisk follows results filed as active; i = inactive; x = no result given. The order is random; overall some 2.5% were active at least once.
# Start of the data: the first three compounds as a preview:
Molecule	OX1R antag-1	OX1R antag-2	CHT allo act
COC(=O)c1ccc(C(=O)OC)c(N)c1	-6	14	i
COc1ccc(C(CNC(=O)c2ccc(NS(=O)(=O)c3ccc4c(c3)OCCO4)cc2)N(C)C)cc1 (centres undefined)	-7	-3	i
COc1ccc(C2CC(c3ccc(C)cc3)=NN2C(=O)CCC(=O)O)cc1OC (centres undefined)	-1	-3	i

# Results, from the first entry:
Molecule	OX1R antag-1	OX1R antag-2	CHT allo act
COC(=O)c1ccc(C(=O)OC)c(N)c1	-6	14	i
COc1ccc(C(CNC(=O)c2ccc(NS(=O)(=O)c3ccc4c(c3)OCCO4)cc2)N(C)C)cc1 (centres undefined)	-7	-3	i
COc1ccc(C2CC(c3ccc(C)cc3)=NN2C(=O)CCC(=O)O)cc1OC (centres undefined)	-1	-3	i
CCC(C(=O)NCc1cccnc1)n1nc(C)n2c(cc3occc32)c1=O (centres undefined)	-1	8	i
O=C(Nc1ccc(Cl)cc1)Nc1cccc2nsnc12	2	44*	i
Cc1ccccc1SCc1noc(C(=O)NCC2CCCO2)c1C(=O)O (centres undefined)	-11	12	i
Cc1ccc(C(c2sc3nc(C)nn3c2O)N2CCN(c3ccccc3F)CC2)cc1 (centres undefined)	-33	17	i
OCC1(Cc2cccc(C(F)(F)F)c2)CCN(Cc2cc(F)cc(F)c2)CC1	-11	8	i
O=Cc1ccc(N2N=C(c3ccccc3)CC2c2ccccc2)cc1 (centres undefined)	-8	16	i
O=C(Cn1cnc2ccccc2c1=O)NCC1COc2ccccc2O1 (centres undefined)	-14	7	i
COc1ccc(/C=C/C(=O)Nc2ccccc2Cl)cc1S(=O)(=O)N1CCOCC1	-15	25	i
c1cc2c(cc1CN1CCN(C3CCCCCC3)CC1)OCO2	-9	2	i
C[C@@H](NC(=O)[C@@H]1Cc2ccccc2CN1C(=O)OC(C)(C)C)C(=O)NCc1ccco1	-24	5	i
CCc1ccc(OCc2nnc(SCc3ccc(C(=O)O)cc3)o2)cc1	-4	19	i
COC(=O)C1=C(C)N(Cc2ccc(C)cc2)C(=O)/C1=C\c1cc(OC)c(OC)c(OC)c1	-27	13	i
CC(C)(C)Sc1ccc2nc3c(n2c1)CCCC3	-28	14	i
CN1/C(=C\C(=O)Nc2ccc(F)cc2)C(C)(C)c2ccccc21	17	28	i
COC(=O)c1c(NC(=O)/C=C/C(=O)O)sc(Cc2ccccc2)c1C	-6	4	i
C=CCNCCCCOc1ccc(C)cc1[N+](=O)[O-]	-4	27	i
CCOC(=O)c1c(NC(=O)c2ccc(N3C(=O)C4C5C=CC(C5)C4C3=O)cc2)sc2c1CCCC2 (centres undefined)	-7	13	i
C#CCOCCOCCOCCNc1nc(N2CCN(C(=O)C([C@@H](C)CC)n3cc(C(N)CC(C)C)nn3)CC2)nc(N2CCN(C(=O)[C@H](CCCCN)n3cc(C(N)COC(=O)C(F)(F)F)nn3)CC2)n1 (some centres undefined)	-9	7	i
CC(=O)Nc1ccc(NC(=O)C(C)OC(=O)c2c(C)nn(-c3ccccc3)c2Cl)cc1 (centres undefined)	-12	4	x
COc1ccc(C(=O)NNC(=O)C(=O)N2CCCCC2)cc1OC	-8	0	i
Cc1ccccc1S(=O)(=O)NC(=NCc1ccc(F)cc1)c1ccccc1	0	10	x
O=C(Nc1ncccc1Cl)c1cc2ccccc2o1	-31	10	i
COC(=O)[C@H](C)N(Cc1ccc(Cl)c(Cl)c1)S(=O)(=O)CCNC1CCCC1	-18	12	x
COc1cc(N=c2c([N+](=O)[O-])nn(-c3ccc4c(c3)OCCO4)n2O)cc(OC)c1	-10	13	i
COc1ccc2oc(=O)c(C(=O)Nc3ccccc3O)cc2c1	7	39	i
COc1ccc2nc(N3CCOCC3)cc(C)c2c1	-8	22	8.4*
COc1ccc(NS(=O)(=O)c2ccc3[nH]c(=O)[nH]c3c2)cc1OC	6	25	i
CC(=O)Nc1ccc(C(=S)NCc2ccco2)cc1	4	19	i
CCC(=O)c1c(NCCc2ccccc2)cc(C)oc1=O	-27	21	i
O=C(O)/C=C\C(=O)Nc1ccccc1C#Cc1ccccc1	-7	4	i
O=C(Nc1nc2ccccc2n1CCOc1ccccc1)c1ccco1	-20	57	i
NC(=O)c1ccccc1OCc1nc2ccccc2s1	-23	9	i
CC1CCN(C2CCN(S(=O)(=O)c3ccc(C(F)(F)F)cc3)CC2)CC1	-15	26	i
Cc1nn(-c2ccc(Cl)cc2)c2[nH]c(=O)c(CNCc3ccc4c(c3)OCO4)cc12	-11	9	i
Nc1cc(Cl)ccc1C(=O)OCC(=O)NC(=O)NCc1ccccc1	-19	-2	i
CCCn1c(N)c(C(=O)CN(C)CC(=O)Nc2c(Cl)cccc2Cl)c(=O)[nH]c1=O	6	2	x
CCSc1ncnc2c1sc1nc(-c3ccco3)c3c(c12)CC(C)(C)OC3	-10	26	i
CCCSc1ccc2nc(NC(=O)OC)[nH]c2c1	-5	12	i
Cc1ccc(S(=O)(=O)NC(=O)N2CCCC(C)(C)C2)cc1	-13	19	i
CS(=O)(=O)c1ccc2nc(NC(=O)CN3CCN(Cc4ccccc4)CC3)sc2c1	-11	11	i
O=C1NC(Cc2c[nH]c3ccccc23)C(=O)N1CCOc1ccc(F)cc1 (centres undefined)	11	25	i
C=CCn1c(N)cc(=O)nc1SCC(=O)Nc1ccc2ccccc2c1	-16	15	i
COc1ccc(-c2c3c(=O)n(C)c(=O)n(C)c3cn2-c2ccc(O)cc2)cc1	-18	19	i
COc1ccc(OC)c(N(CC(=O)N2CCc3ccccc3C2)S(C)(=O)=O)c1	-21	36	i
Fc1cccc(NC(=S)NCCCN2CCOCC2)c1	0	6	i
CCOC(=O)Oc1ccc(/C=C2\N=C(C)OC2=O)cc1	-16	13	i
O=C(Cc1ccc(Cl)cc1)NNC(=S)NC(=O)c1cccs1	3	6	i

# Two entries picked at random from those above, as already listed:
Molecule	OX1R antag-1	OX1R antag-2	CHT allo act
CCCSc1ccc2nc(NC(=O)OC)[nH]c2c1	-5	12	i
Fc1cccc(NC(=S)NCCCN2CCOCC2)c1	0	6	i

# Part of the list above in order of formula weight, lowest first.
Molecule	OX1R antag-1	OX1R antag-2	CHT allo act
CCOC(=O)Oc1ccc(/C=C2\N=C(C)OC2=O)cc1	-16	13	i
O=C(Cc1ccc(Cl)cc1)NNC(=S)NC(=O)c1cccs1	3	6	i
O=C1NC(Cc2c[nH]c3ccccc23)C(=O)N1CCOc1ccc(F)cc1 (centres undefined)	11	25	i
COc1ccc(-c2c3c(=O)n(C)c(=O)n(C)c3cn2-c2ccc(O)cc2)cc1	-18	19	i

# The list goes on:
Molecule	OX1R antag-1	OX1R antag-2	CHT allo act
O=C(Nc1ccccc1)c1ccc(=O)n(Cc2cccc(Cl)c2)c1	-5	13	i
COc1ccc(C(CNC(=O)COc2ccccc2C)N2CCCCC2)cc1 (centres undefined)	-10	16	x
CCCOc1cccc(C(=O)N2CCN(C(=O)C3CCCO3)CC2)c1 (centres undefined)	-5	5	i
COc1ccc(-c2nn(Cc3ccccc3)cc2C(=O)N2CCN(c3ncccn3)CC2)cc1	-14	14	x
CCC(C)NC(=O)c1ccccc1NC(=O)CN(c1ccc(OC)cc1)S(C)(=O)=O (centres undefined)	-32	4	i
Cc1cc(C)n(CCNC(=O)c2cc(COc3c(F)cccc3F)on2)n1	-23	-2	i
CCCC(=O)NNc1c2ccccc2nc2ccccc12	-8	5	i
O=C(/C=C/Nc1cccc(O)c1)c1ccccc1	-13	21	i
O=C(NC(=S)N1CCCC(O)C1)c1ccco1 (centres undefined)	-13	7	x
O=C(c1cccs1)N1CCC(Cc2ccccc2)CC1	2	14	i
Cc1nc2cccnc2nc1C	-22	5	i
Cc1cc(NC(=O)CSc2ccnc(=O)[nH]2)no1	-6	1	i
CCC1(C)NC(=O)N(CC(=O)Nc2sc3c(c2C(N)=O)CCC3)C1=O (centres undefined)	-16	9	i
O=C(O)c1cc2nc3c(c(C(F)(F)F)n2n1)CCCC3	-22	9	i
O=C(CCCCn1c(=S)[nH]c2ccsc2c1=O)NCc1ccco1	0	13	i
Cc1cc(C(=O)Nc2ccccc2)c2ccccc2n1	-16	2	i
S=C(Nc1ccccc1)N1N=CCC1c1ccccc1 (centres undefined)	-1	-1	i
COc1ccccc1N1C(=O)c2cccc3c(N(C)CCO)ccc(c23)C1=O	4	4	i
COc1cc(OC)cc(C(=O)NCCc2ccc(OC)c(OC)c2)c1	-10	-1	i
COCCn1c(SCC(=O)Nc2ccc3c(c2)OCCO3)nnc1-c1c[nH]c2ccccc12	6	50*	i
Cc1nn2c(NCCOCCO)c3c(nc2c1-c1ccccc1)CCC3	-20	7	i
O=C(c1ccc2c(=O)n(-c3ccccc3)c(=S)[nH]c2c1)N1CCCCC1	6	20	i
CC1CCN(c2nc(-c3cccnc3)nc3scc(-c4ccccc4)c23)CC1	-29	21	i
COc1ccc(CNC(=O)C(CCSC)NC(=O)c2ccco2)cc1 (centres undefined)	-2	4	i
Cc1noc(C)c1CCC(=O)N1CCCC(N2CCN(c3ccc(F)cc3)CC2)C1 (centres undefined)	-4	5	i
COc1cccc(OCC(O)CNC(C)c2ccccc2)c1 (centres undefined)	-16	8	i
O=C(NCc1ccco1)C1CC(c2ccccc2C(F)(F)F)=NO1 (centres undefined)	-22	10	i
O=C(CCCCC(=O)NCc1cccs1)NCc1cccs1	-15	40	i
COc1cc(NC(=O)c2ccc(Cl)cc2Cl)ccc1-c1cc2ccccc2oc1=O	-13	8	i
N#C/C(=C\c1ccc(-c2ccccc2Cl)o1)C(=O)Nc1nc2ccccc2s1	-8	12	i
COc1ccccc1Nc1ncc(C(=O)N2CCC(C(N)=O)CC2)c2ccccc12	-8	13	i
COc1ccc(/C(C)=N/NC(=O)CNC(=O)c2ccncc2)cc1	3	12	i
O=C(NCc1ccc2c(c1)OCO2)C(=O)NC1CCCCC1	8	16	i
Cc1ccc(S(=O)(=O)Nn2cnnc2)cc1	-8	7	i
C=CCn1cnc2c(nnn2Cc2ccc(F)cc2)c1=O	0	-2	i
CCOc1cc(N2CCOCC2)c(OCC)cc1NC(=O)CN1CCSC1=O	-17	4	x
COCC(N)(c1ccccc1)c1nc2ccccc2n1C (centres undefined)	-12	10	i
COc1cc(-c2ccc3c(=O)c4ccccc4n(C)c3c2)cc(OC)c1OC	-32	29	i
COc1cccc(-n2cnc3sc4c(c3c2=O)CCC4)c1	-39	11	i
CN(CC(=O)Nc1nc2ccc(F)cc2s1)S(=O)(=O)c1ccc(Cl)cc1	4	24	i
Cc1ccc(N/C=C/C(=O)c2cccs2)cc1	-26	3	i
CN(C)S(=O)(=O)c1cccc(COC(=O)c2ccc3c(c2)OCO3)c1	-9	22	i
Cc1ccc(C)c(SCC(=O)NC(=O)Nc2ccc3c(c2)OCCO3)c1	-25	21	i
CCn1ncc([N+](=O)[O-])c1C(=O)n1nc(C)cc1C	-9	7	i
Cc1onc(-c2ccccc2Cl)c1C(=O)Nc1cccc(S(=O)(=O)NC2=NCCC2)c1	-17	26	i
CC(C)c1nnc(NC(=O)c2cccc(NC(=O)C(F)(F)F)c2)s1	-28	23	i
COc1ccc(C2C3=C(N=C4SCC(=O)N42)c2ccccc2CC3)cc1 (centres undefined)	-16	-2	i
O=C(Nc1ccc(-c2nc3cccnc3s2)cc1)c1ccc(Cl)nc1	-7	3	i
CC1(C)CC2CC(C)(CN2C(=O)COC(=O)c2cccc([N+](=O)[O-])c2)C1 (centres undefined)	-11	22	x
CC(=O)N1CCN(Cc2ccc(Br)s2)CC1	2	7	i

# (continued)
Molecule	OX1R antag-1	OX1R antag-2	CHT allo act
CCC(C)Sc1nnc(CNS(=O)(=O)c2ccc(F)cc2)n1C (centres undefined)	0	6	i
COCCCNC(=O)c1ccc(-c2nc3ccccc3nc2-c2ccccc2)cc1	-37	13	i
O=C1CC(N2CCN(c3ccc(C(=O)c4ccc(F)cc4)cc3)CC2)C(=O)N1 (centres undefined)	-14	23	i
COc1ccc(C2NC(=O)c3sc(=S)n(-c4ccccc4)c3N2)cc1 (centres undefined)	-13	14	i
O=C(NNC(=O)C1CCN(Cc2ccc(Cl)c(Cl)c2)CC1)c1cccs1	-12	2	i
Cc1ccc2nc3sc(C(=O)N4CCOCC4)c(N)c3cc2c1	-13	10	i
CC(Cl)C(=O)NC(=O)NC12CC3CC(CC(C3)C1)C2 (centres undefined)	-2	16	i
O=C(NC1CCCC1)c1ccc2c(c1)S(=O)(=O)c1ccccc1C2=O	-16	65*	i
CCOC(=O)c1c(C)nc2cc(C)ccn12	-13	2	i
O=C(CCC(=O)c1ccccc1)Nc1ccccc1OC(F)F	-10	20	i
O=C(CC(=O)NC1CCCCC1)N/N=C/c1ccccc1F	8	-3	i
Brc1ccc(-c2n(-c3ccccn3)c3ccccc3[n+]2-c2ccccn2)cc1	-20	10	i
COc1cccc(-c2cccc(NC(=O)C3CCN(Cc4cnn(C)c4)CC3)c2)c1	-5	6	i
COc1ccc(/C=C/c2nc(-c3ccccc3O)n[nH]2)cc1	-8	36	i
COc1ccc(CN2C(=O)C(C)=C(C)C2OC)cc1 (centres undefined)	-5	-2	i
O=C(CN(Cc1ccccc1C(F)(F)F)C(=O)CNC(=O)c1ccco1)NC1CCCC1	-14	13	i

# Source: PubChem BioAssay
